# KCNK9 block – blocks the human KCNK9 two-pore domain potassium channel. Q9NPC2. B-score at 10 µM. 1.2% of 310,000 active. HEK293 KCNK9, FluxOR thallium flux fluorescence; stronger effect = lower value;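 active = ratio B-score over 3 SD below the library mean, with starting fluorescence within 5 SD of its mean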;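 note: negative B-score means less thallium flux so channel inhibition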
# MrgX1 PAM – human MrgX1 positive allosteric modulation, primary screen; 0.63% of 310,000 active; MrgX1-HEK293, Fluo-4 calcium flux, FDSS; stronger effect = higher value; B-score at 10 µM; Q96LB2;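 active = plate-corrected calcium response at least 3 library SD above typical, normal starting fluorescence, not activating the receptor alone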;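 note: compound read alongside a low EC10 to EC30 dose of BAM8-22 agonist; peak minus trough fluorescence over baseline measured at the second addition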
# MrgX1 agonist – agonists of human MrgX1 receptor; Q96LB2; 0.44% of 310,000 active; AID 588627; B-score at 10 µM; MrgX1-HEK293 cells, Fluo-4 calcium fluorescence, agonist mode; stronger effect = higher value;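 active = calcium response B-score plate-corrected fluorescence ratio at least 3 library SD, with starting fluorescence B-score inside 5 SD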
#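 System: HEK293 cells stably expressing human MrgX1 receptor; Dosing: test compound in the initial addition of three; Schedule: overnight plating, then 30 min 37 °C plus 30 min room-temperature dye loading; Detection: kinetic calcium dye fluorescence, Fluo-4 NW; Controls: per-plate positive and negative controls for Z′ factor.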
# ANO1 activ – activates or potentiates the mouse TMEM16A chloride channel. Q8BHY3. HEK293 TMEM16A/YFP-H148Q/I152L, iodide quench fluorescence; stronger effect = lower value. B-score at 10 µM. 0.3% of 340,000 active;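 active = fluorescence-ratio B-score plate-corrected deviation score at least 3 library SD below zero, with starting fluorescence score within 5 deviations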;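 note: channel opened by trigger with iodide after compound preincubation; score built on the fluorescence ratio of max minus min over baseline; more negative score means more quench and so TMEM16A activation or potentiation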
# Target sequence (Q8BHY3 whole entry, looked up): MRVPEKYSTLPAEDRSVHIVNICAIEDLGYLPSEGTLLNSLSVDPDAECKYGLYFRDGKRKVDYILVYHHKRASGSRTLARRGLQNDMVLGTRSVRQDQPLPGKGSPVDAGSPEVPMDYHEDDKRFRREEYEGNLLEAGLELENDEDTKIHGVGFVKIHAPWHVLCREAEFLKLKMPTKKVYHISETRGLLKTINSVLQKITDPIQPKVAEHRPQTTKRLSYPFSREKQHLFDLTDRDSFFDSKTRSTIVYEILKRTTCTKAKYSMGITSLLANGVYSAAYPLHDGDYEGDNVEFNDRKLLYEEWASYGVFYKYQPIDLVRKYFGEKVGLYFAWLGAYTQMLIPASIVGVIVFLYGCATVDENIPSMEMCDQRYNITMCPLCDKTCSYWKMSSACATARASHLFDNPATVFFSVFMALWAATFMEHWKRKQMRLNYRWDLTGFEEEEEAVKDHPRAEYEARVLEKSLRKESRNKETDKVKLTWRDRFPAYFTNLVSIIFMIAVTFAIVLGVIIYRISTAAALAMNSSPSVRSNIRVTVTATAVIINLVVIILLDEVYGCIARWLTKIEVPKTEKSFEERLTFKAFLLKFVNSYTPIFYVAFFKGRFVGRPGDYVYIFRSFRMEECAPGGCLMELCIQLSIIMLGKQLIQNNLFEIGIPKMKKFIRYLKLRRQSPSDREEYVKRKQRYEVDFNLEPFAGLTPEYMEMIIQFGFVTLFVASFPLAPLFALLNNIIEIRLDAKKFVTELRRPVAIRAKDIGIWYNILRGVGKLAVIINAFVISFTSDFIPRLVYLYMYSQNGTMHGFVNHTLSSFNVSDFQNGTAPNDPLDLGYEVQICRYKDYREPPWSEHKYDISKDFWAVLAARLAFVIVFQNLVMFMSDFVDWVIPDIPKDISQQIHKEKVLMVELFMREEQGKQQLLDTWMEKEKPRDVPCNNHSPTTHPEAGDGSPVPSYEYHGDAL
# RGS4 act – potentiators or activators of RGS4; HEK293 M3R/inducible RGS4, carbachol calcium flux Fluo4; stronger effect = lower value; B-score at 10 µM; 0.92% of 310,000 active;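 active = B-score of the integrated calcium signal more than 4 SD below the library mean, with starting fluorescence not abnormally high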;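 note: negative B-score means reduced calcium response which marks RGS4 activation or potentiation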
#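 System – HEK293 FlpIn-TREx cells, stable M3R, doxycycline-inducible RGS4 · Reagent – ECmax carbachol challenge · Times – compound preincubation 20 min at room temperature before agonist · Technique – Fluo4 fluorescence kinetic imaging of calcium · Measure – B score of integrated Fluo4 ratio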
# KCNK3 block – human KCNK3 channel inhibition, primary screen; AID 602410; 0.84% of 340,000 active; B-score at 10 µM; CHO-KCNK3 thallium flux, FluxOR fluorescence; stronger effect = lower value;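 active = B-score under library mean minus 4 SD, starting fluorescence ratio at most library mean plus 5 SD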;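 note: more negative B-score means stronger inhibition of thallium flux through KCNK3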
# KCNQ1 inh – human KCNQ1 channel inhibition. AID 2642. P51787. CHO-K1 KCNQ1, FluxOR thallium flux fluorescence; stronger effect = higher value. B-score at 10 µM. 1.3% of 310,000 active;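 active = compounds whose thallium flux B-score, printed positive for inhibition, exceeds three library SD while starting fluorescence stays within three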;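 note: channel opened by potassium depolarization with thallium stimulus after 20 min compound exposure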
# TMEM16A inh – mouse TMEM16A channel inhibition, primary screen; 1.2% of 310,000 active; HEK293 TMEM16A/YFP iodide influx fluorescence, ionomycin; Q8BHY3; normalized B-score (activity score, 25-100; higher = stronger inhibition) at 10 µM; AID 588511;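 active = ratio plate-corrected score three or more library SD toward inhibition, starting fluorescence score within five deviations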;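 note: score derived from kinetic fluorescence span divided by baseline fluorescence per well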
# RGS4 inh – inhibitors of human RGS4; P49798; HEK293 M3R/RGS4 inducible, Fluo-4 calcium flux; stronger effect = higher value; triggered by carbachol at its EC20; B-score at 10 µM; 0.45% of 310,000 active;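 active = B-score, a plate-corrected calcium signal, over three deviations above library mean, with baseline fluorescence within five deviations of library mean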;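 note: RGS4 expression induced by doxycycline in cells with stable M3 receptor; B-score is computed from the integrated fluorescence ratio over baseline after carbachol; higher B-score means a larger calcium signal and so more RGS4 inhibition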
# KCNQ1 pot – human KCNQ1 channel potentiation or activation; P51787; CHO-K1 KCNQ1, thallium flux FluxOR fluorescence; stronger effect = higher value; B-score at 10 µM; 0.35% of 310,000 active; AID 2648;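 active = fluorescence ratio B-score, a plate-corrected score, at least three library SD, with initial intensity B-score within 5 SD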
#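 assay system = KCNQ1-transfected CHO-K1 cells | medium = assay buffer with matched DMSO | probe or stimulus = depolarizing K+/Tl+ stimulus, K2SO4 and Tl2SO4 each 12.5 mM in 5x stock | dosing = single dose | incubation = dye 90 min, compound 20 min, room temperature | detection = kinetic FluxOR fluorescence, 10 s baseline plus 110 s post-stimulus | evaluation = ratio B score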
# hERG rescue – hERG (human) protection from proarrhythmic block. Q12809. AID 1511. CHO-hERG, FluxOR thallium flux, dofetilide IC70 present. 0.51% of 310,000 active. activation (rescue from dofetilide block), less the hit threshold, % at 10 µM;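 active = activation above the mean of controls blocked by dofetilide plus 5 SD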;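 note: thallium influx through hERG after potassium depolarization seen as dye fluorescence rise; in these data hits start at about 4.7%; inactives centre near -7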
# * = called active by the depositor; i = inactive; / = not tested or not shown.
nr	Compound	KCNK9 block	MrgX1 PAM	MrgX1 agonist	ANO1 activ	RGS4 act	KCNK3 block	KCNQ1 inh	TMEM16A inh	RGS4 inh	KCNQ1 pot	hERG rescue
1	CC(=O)N(C1=C(N)C(=O)c2ccccc2C1=O)C(C)C	i	i	i	i	i	i	i	i	i	i	6.3*
2	Cn1cnc([N+](=O)[O-])c1Nc1ccc(O)cc1	i	i	i	i	i	i	i	i	i	i	-7.0
3	c1ccc(-c2ccc(-c3nc(-c4ccncc4)no3)cc2)cc1	i	i	i	i	i	i	i	i	i	i	-0.4
4	CCc1c(C)sc(NC(=O)c2cccs2)c1C(=O)OC(C)C	-6.59*	i	i	i	i	i	i	i	i	i	-9.6
5	CC1CCN(C(=O)C2CCN(S(=O)(=O)c3cccnc3)CC2)CC1	i	i	i	i	i	i	i	i	i	i	-2.6
6	CC(=O)NC(c1ccccc1)c1c(O)ccc2ccccc12 (centres undefined)	i	i	i	-6.54*	i	i	i	i	i	i	-4.4
7	CSCCC(NS(=O)(=O)c1ccc(Cl)cc1)C(=O)OCC(=O)N(C(C)C)C(C)C (centres undefined)	i	i	i	i	i	i	i	i	i	i	-6.0
8	C=CCn1cc(C(=O)OCC)c(=O)c2ccc(F)cc21	i	i	i	i	i	i	i	i	i	i	-3.4
9	CS(=O)(=O)Nc1ccc(C(=O)Nc2ccc3c(c2)OCCO3)cc1	i	i	i	i	i	i	i	i	i	i	-11.6
10	C=CCn1c2ccccc2c2nnc(SCC(=O)O)nc21	i	i	i	i	i	i	i	i	i	i	0.7
11	CN(C)CC(C)(C)CN=Cc1c(O)[nH]c2ccccc12	i	i	i	i	i	i	i	i	i	i	-11.3
12	COC(=O)c1nnn(CC(=O)NC(=O)Nc2cccc(Cl)c2C)c1C(=O)OC	i	i	i	i	i	i	i	i	i	i	-7.1
13	Cc1cccnc1Nc1nc(-c2ccc(O)c(O)c2)cs1	i	i	i	i	i	i	i	i	i	i	-20.6
14	CC(=O)Nc1ccc(OS(=O)(=O)c2ccc(Cl)cc2)cc1	i	i	i	i	i	i	i	i	i	i	-10.5
15	COc1ccc2c(c1)C=C(C(=O)OCc1cccnc1)CO2	i	i	i	i	i	i	i	i	i	i	-1.7
16	O=C(CCc1ccccc1)NNC(=O)COc1ccc(Cl)cc1	i	i	i	i	i	i	i	i	i	i	-4.5
17	CCOc1ccc(N2C(=O)CC(SCCN)C2=O)cc1 (centres undefined)	i	i	i	i	i	i	i	i	i	i	-6.5
18	O=C(NC1CCCCC1)N1CCN(Cc2nc3ccccc3c(=O)[nH]2)CC1	i	i	i	/	i	i	i	i	i	i	-1.9
19	CCCc1nc2sc3c(c2c(=O)n1NC(=O)CCCl)CCCC3	i	i	i	i	i	i	i	i	i	i	-1.2
20	Cc1ccc(OCC(O)Cn2c(N3CCCCC3)nc3c2c(=O)[nH]c(=O)n3C)cc1C (centres undefined)	i	i	i	i	i	i	i	i	i	i	-3.9
21	CCOC(=O)c1cnn(-c2nc(-c3cccc(F)c3)cs2)c1C(F)(F)F	i	i	i	i	i	i	i	i	i	i	-13.7
22	O=C(CCNC(=O)c1ccccc1Cl)OCC(=O)c1ccccc1	i	i	i	i	i	i	i	i	i	i	-4.1
23	COc1cc(NC(=O)c2cccs2)c(OC)cc1NC(=O)c1cccs1	i	i	i	i	i	i	i	i	i	i	-4.9
24	CCn1c(=O)c(-c2ccccc2)c(O)c2ccccc21	i	i	i	i	i	i	i	i	i	i	-8.4
25	COc1cc(NS(=O)(=O)c2ccc(N/C=C(\C=O)c3nc4cc(Cl)ccc4o3)cc2)nc(OC)n1	i	i	i	i	i	i	i	i	i	i	-8.5
26	COc1cc2c(cc1OC)CN(C(=O)c1ccc(N3CCCC3)c([N+](=O)[O-])c1)CC2	i	i	i	i	i	i	i	i	i	i	-11.3
27	COc1ccc2c(c1)cc(C(=O)N[C@@H](CCSC)C(=O)N1CCC(C(=O)O)CC1)n2C	i	i	i	i	i	i	i	i	i	i	-1.9
28	N#C/C(=C\c1c(N2CCCCCC2)nc2ccccn2c1=O)C(=O)NCc1ccco1	i	i	i	i	i	i	i	i	i	i	-12.3
29	O=C(NC1CCCC1)C(c1ccccc1)N(Cc1ccco1)C(=O)Cc1cccs1 (centres undefined)	i	i	i	i	i	i	i	i	i	i	-8.7
30	COCc1nc2ccccc2n1CCCOc1ccccc1	i	i	i	i	i	i	i	i	i	i	-4.5
31	CN(C)S(=O)(=O)N1CCC(Oc2ccc(C(=O)NC3CCOC(C)(C)C3)cc2)CC1 (centres undefined)	i	i	i	i	i	i	i	i	i	i	-9.2
32	CCC(C(=O)OCC(=O)Nc1ccc(C)c(S(=O)(=O)N2CCOCC2)c1)c1ccccc1 (centres undefined)	i	i	i	i	i	i	i	i	i	i	-9.3
33	Cc1ccc(S(=O)(=O)Nc2cc3c(C(=O)O)c(C)oc3c3ccccc23)c(C)c1	i	i	i	i	i	i	i	i	i	i	-5.4
34	C=CCn1c(SCC(=O)Nc2ccc(N(C)C)cc2)nnc1-c1cccc(C)c1	i	i	i	i	i	i	i	i	i	i	-4.6
35	COCC(=O)Nc1nnc(COc2ccc(Cl)cc2)s1	i	i	i	i	i	i	i	i	i	i	-7.2
36	C1=CCC(/C=N/n2cnnc2)CC1 (centres undefined)	i	i	i	i	i	i	i	i	i	i	-3.4
37	Cc1ccc(NC(=O)Nc2nnc(Cc3ccc([N+](=O)[O-])cc3)s2)cc1C	i	i	i	i	i	i	i	i	i	i	-5.4
38	CCN1CCCc2cc(CN(CCN3CCOCC3)C(=S)Nc3ccc(C)cc3)ccc21	i	i	i	i	i	i	i	i	i	i	-5.8
39	COCCNC(=S)N/N=C(\C)c1ccc(Cl)c(Cl)c1Cl	i	i	i	i	i	i	i	i	i	i	-13.4
40	COc1ccc(C(=O)Nc2cc(C)c(NC(=O)c3ccccc3OC)cn2)cc1	i	i	i	i	i	i	i	i	i	i	-6.0
41	CN(Cc1ccco1)C(=O)C1CCCN(c2ncnc3c2nc2n3CCCCC2)C1 (centres undefined)	i	i	i	i	i	i	i	i	i	i	-6.3
42	CCCC(C(=O)NCc1ccco1)N(C(=O)CNS(=O)(=O)c1ccccc1)c1ccc(OC)cc1 (centres undefined)	i	i	i	i	i	i	i	i	i	i	-2.8
43	CCOc1ccc(-c2nnn(CC(=O)Nc3cc(OC)cc(OC)c3)n2)cc1OCC	i	i	i	/	i	i	i	i	i	i	-8.1
44	CCn1c(SCC(=O)Nc2ccc(C(=O)OC)cc2)nc2cccnc21	i	i	i	i	i	i	i	i	i	i	-5.0
45	CC(=O)N/C(=C\c1ccccc1)C(=O)OCc1ccc(F)cc1	i	i	i	i	i	i	i	i	i	i	-8.3
46	CC(C)[C@H](NC(=O)c1ccccc1)C(=O)OCC(=O)c1ccccc1F	i	i	i	i	i	i	i	i	i	i	-15.1
47	COc1ccc2c(c1OC)C(=O)N(c1nc(SC)n[nH]1)C2=O	i	i	i	i	i	i	i	i	i	i	-4.2
48	Cc1ccc(N(CC(=O)NCC2CCCO2)C(=O)CCC(=O)Nc2nccs2)cc1C (centres undefined)	i	i	i	i	i	i	i	i	i	i	-5.9
49	COc1ccc(/C(O)=C2/C(=O)C(=O)N(CCN3CCOCC3)C2c2cccnc2)cc1OC (centres undefined)	i	i	i	i	i	i	i	i	i	i	-6.3
50	CNC(=O)c1ccccc1-c1ccccc1	i	i	i	i	i	i	i	i	i	i	-2.9

# The list goes on.
nr	Compound	KCNK9 block	MrgX1 PAM	MrgX1 agonist	ANO1 activ	RGS4 act	KCNK3 block	KCNQ1 inh	TMEM16A inh	RGS4 inh	KCNQ1 pot	hERG rescue
51	c1ccc(-n2c(-c3ccncc3)nnc2-c2ccco2)cc1	i	i	i	i	i	i	i	i	i	i	-16.3
52	c1ccc(Oc2cccc(OCCCCSc3ncccn3)c2)cc1	i	i	i	i	i	-10.6*	i	100*	i	i	-10.9
53	O=C(O/N=C1\C(=O)N(c2ccccc2)c2ccccc21)C1CC1	i	i	i	i	i	i	i	i	i	i	-4.4
54	COc1cc(C(C)=O)ccc1OCC(=O)c1cc(C)n(C2CC2)c1C	i	i	i	i	i	i	i	i	i	i	-21.9
55	COC(=O)c1ccccc1S(=O)(=O)Oc1ccc(-c2ccc(C(=O)O)cc2)cc1	i	i	i	i	i	i	i	i	i	i	-3.6
56	COC(=O)c1ccc(-c2cc3onc(-c4ccccc4)c3c(=O)n2C)cc1	/	i	i	i	/	i	/	25*	/	/	/
57	Cc1ccccc1N(CC(=O)NCC1CCCO1)C(=O)CNS(=O)(=O)c1ccc(F)cc1 (centres undefined)	i	i	i	i	i	i	i	i	i	i	-3.3
58	COc1ccccc1C(CCN(Cc1ccccc1)C(C)=O)c1ccco1 (centres undefined)	i	i	i	-9.15*	i	i	i	i	i	i	-12.3
59	CC1(C)C2CCC1(CS(=O)(=O)NCCc1c[nH]c3ccccc13)C(=O)C2 (centres undefined)	i	i	i	i	i	i	i	i	i	i	-12.0
60	Cc1cccc(Oc2nc(-c3cccc([N+](=O)[O-])c3)nc3ccccc23)c1C	i	i	i	i	i	i	i	i	i	i	-7.0
61	NC(=O)CC(NC(=O)Cc1cccc2ccccc12)c1ccc(N2CCCCCCC2)c([N+](=O)[O-])c1 (centres undefined)	i	i	i	i	i	i	i	i	i	i	-8.0
62	Fc1ccccc1CNCc1ccc2c(c1)OCO2	i	i	i	i	i	i	i	i	i	i	-3.4
63	CC1CCC(C(C)C)C(OC(=O)CSc2n[nH]c(=O)[nH]c2=O)C1 (centres undefined)	i	i	i	i	i	i	i	i	i	i	-7.7
64	Cc1ccnc(NS(=O)(=O)c2cc(-c3cc(C)no3)ccc2C(C)C)c1	i	i	i	i	i	i	i	i	i	i	-9.9
65	COc1cc2nc(CN3CCOCC3)n(CC(=O)N3CCCCCC3)c(=O)c2cc1OC	i	i	i	i	i	i	i	i	i	i	-8.8
